# Assay outcomes deposited in PubChem by several laboratories.
# MCL1 BIM primary: MCL1-BIM-BH3 interaction inhibition (human); hit rate 0.68% among 320,000; inhibition, % at 10.9 µM; AID 2057; Q07820; GST-MCL1 / FITC-Bim-BH3 fluorescence polarization;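 active = inhibition above the mean inhibition of all tested compounds plus 3 SD, set per campaign, cut at about 40% in these data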;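 note: 0% = DMSO wells and 100% = unlabeled Bim-BH3 peptide control; higher means more loss of mP so more displacement of Bim peptide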
# GSTO1 counter: GSTO1 inhibition, counter-screen for RBBP9 inhibitors | P78417 | recombinant GSTO1, activity-based probe fluorescence polarization | inhibition, % at 5.96 µM | hit rate 1.1% among 300,000 | AID 1974;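 active = inhibition above the campaign mean inhibition plus 3 SD, cut at about 35% in these data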;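 note: 0% = GSTO1-1 with DMSO and 100% = wells lacking GSTO1-1 enzyme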
# PAD4 inh: blocks human protein arginine deiminase 4; recombinant PAD4, RCA probe fluorescence polarization; inhibition, % at 6.36 µM; hit rate 0.41% among 330,000;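 active = percent inhibition above a cutoff equal to the mean of all tested compounds plus 3 SD, cut at about 15% in these data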;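 note: 0% = PAD4 with RCA probe and DMSO and 100% = probe without PAD4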
# Bcl-xL primary: Bcl-xL (human) inhibition. Q07817. inhibition, % at 10.9 µM. GST-Bcl-xL / FITC-Bim BH3 peptide fluorescence polarization. hit rate 0.7% among 320,000;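 active = inhibition above the mean of all tested compounds plus 3 SD, cutoff set per campaign, cut at about 30% in these data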;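 note: 0% = DMSO wells and 100% = unlabeled Bim-BH3 peptide competitor; inhibitors lower millipolarization by displacing the labeled peptide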
# Target sequence (Q07817 whole entry, looked up): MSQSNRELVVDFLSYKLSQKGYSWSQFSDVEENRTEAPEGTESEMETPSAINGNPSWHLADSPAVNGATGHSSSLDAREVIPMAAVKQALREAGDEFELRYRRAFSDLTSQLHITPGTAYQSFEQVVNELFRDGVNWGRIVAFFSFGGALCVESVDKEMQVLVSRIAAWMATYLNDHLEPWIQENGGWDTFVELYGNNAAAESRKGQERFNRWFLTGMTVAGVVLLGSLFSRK
# TPT1 inhibitor: inhibitors of Candida albicans tRNA 2'-phosphotransferase TPT1 | inhibition, % at 5 µM | recombinant caTPT1, FP RNA substrate dephosphorylation | AID 1962 | hit rate 0.81% among 300,000;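 active = inhibition above the mean of all tested compounds plus 3 SD, set per screening campaign, cut at about 24% in these data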;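 note: plate controls were DMSO alone for no effect and ferristatin control at 100 nM for full effect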
# MEX-5 binding: C. elegans MEX-5 TCR-2 RNA binding activity; activity score (negative = inhibition of binding), % at 10 µM; MEX-5/FITC-TCR2 RNA binding, fluorescence polarization; stronger effect = lower value; AID 1832; Q9XUB2; hit rate 0.38% among 300,000;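 active = inhibition past about -25% in most replicates, and total fluorescence under double the plate's negative control median, limit read from the data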;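 note: 0% = DMSO and -100% = 5 µM competing unlabeled TCR2 RNA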
# Fam108B inh: counter-screen for RBBP9 inhibitors: inhibitors of mouse Fam108B | AID 1947 | hit rate 0.33% among 300,000 | recombinant Fam108B, FP-Rh probe fluorescence polarization | inhibition, % at 9.51 µM;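 active = inhibition above the screen mean inhibition plus 3 SD, computed separately per campaign, cut at about 18% in these data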;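 note: inhibitors lower polarization as less probe binds the enzyme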
# GLD-1 RNA inh: GLD-1-TGE RNA interaction inhibition (C. elegans); AID 2280; hit rate 0.44% among 320,000; purified GLD-1 + fluorescein TGE RNA, fluorescence polarization; Q17339; inhibition, % at 5.96 µM;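 active = percent inhibition above a per-plate cutoff, the plate mean of test compounds plus 3 SD, cut at about 30% in these data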;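 note: 0% = DMSO wells with GLD-1 and probe and 100% = wells lacking GLD-1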
# Target sequence (Q17339 whole entry, looked up): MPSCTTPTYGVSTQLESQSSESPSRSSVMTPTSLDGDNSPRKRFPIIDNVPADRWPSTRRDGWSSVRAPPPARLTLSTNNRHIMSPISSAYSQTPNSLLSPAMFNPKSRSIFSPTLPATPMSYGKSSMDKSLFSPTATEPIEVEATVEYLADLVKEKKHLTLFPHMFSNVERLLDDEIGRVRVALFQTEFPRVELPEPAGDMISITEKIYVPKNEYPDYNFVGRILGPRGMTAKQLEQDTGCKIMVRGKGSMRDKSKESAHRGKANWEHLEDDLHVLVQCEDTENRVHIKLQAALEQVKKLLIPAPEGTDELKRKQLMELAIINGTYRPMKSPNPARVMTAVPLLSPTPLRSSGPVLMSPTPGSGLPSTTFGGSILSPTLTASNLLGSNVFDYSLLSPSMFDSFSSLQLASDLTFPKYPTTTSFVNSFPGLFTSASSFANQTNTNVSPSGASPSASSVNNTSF
# PME-1 primary: blocks human protein phosphatase methylesterase 1; recombinant PME-1, FP-Rh probe fluorescence polarization; hit rate 0.53% among 320,000; Q9Y570; inhibition, % at 5.9 µM;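 active = inhibition above the campaign mean of all compounds plus 3 SD, cut at about 26% in these data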;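 note: competitive labeling of PME-1 active site by serine hydrolase directed probe; 0% = PME-1 with DMSO and 100% = wells lacking PME-1 enzyme; inhibitors block probe labeling so polarization falls and inhibition rises; many of its hits are not listed in these tables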
# Target sequence (Q9Y570 whole entry, looked up): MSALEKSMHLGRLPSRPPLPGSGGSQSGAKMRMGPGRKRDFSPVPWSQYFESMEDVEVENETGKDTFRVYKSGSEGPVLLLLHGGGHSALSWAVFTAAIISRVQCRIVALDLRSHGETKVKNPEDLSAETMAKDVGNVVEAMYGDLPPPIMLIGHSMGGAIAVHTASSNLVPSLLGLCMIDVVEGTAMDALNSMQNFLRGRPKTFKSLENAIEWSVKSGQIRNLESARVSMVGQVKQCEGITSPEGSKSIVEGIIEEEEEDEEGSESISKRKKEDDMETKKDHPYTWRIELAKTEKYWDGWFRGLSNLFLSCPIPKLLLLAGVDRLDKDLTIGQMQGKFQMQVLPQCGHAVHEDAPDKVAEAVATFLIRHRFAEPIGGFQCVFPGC
# The depositor's hits bear a star; . = no result given.
SMILES,MCL1 BIM primary,GSTO1 counter,PAD4 inh,Bcl-xL primary,TPT1 inhibitor,MEX-5 binding,Fam108B inh,GLD-1 RNA inh,PME-1 primary
COc1ccc(Cl)cc1NC(=O)c1ccc2c(SCC(=O)O)c3c(nc2c1)CCCC3,8,-8,-5,4,1,-0.1,-6,6,-4
O=C(COc1ccc(S(=O)(=O)NC2CCCCC2)cc1Cl)Nc1ccc2c(c1)OCO2,0,-15,3,4,0,-0.5,-6,6,3
O=C(NCCC1CC1(Cl)Cl)Nc1ccccc1 (stereo not drawn),-1,-7,4,3,-1,0.1,-1,4,-5
Cc1ccccc1OCCC(=O)OCC(=O)N(C)c1c(N)n(Cc2ccccc2)c(=O)[nH]c1=O,-29,-5,2,-8,6,-0.6,2,-2,5
NS(=O)(=O)c1ccc(CNC(=O)NC2(c3ccccc3)CC2)cc1,5,-2,0,4,0,0.8,2,-2,-1
Cc1ccc(N(CC(O)CN2CCOCC2)S(=O)(=O)c2ccc3ccccc3c2)cc1 (stereo not drawn),9,7,-5,4,-8,1.5,1,2,0
CCc1ccccc1NC(=O)CN1CCN(C(=O)C2CCN(C(=O)/C=C/c3ccccc3)CC2)CC1,-16,.,-6,-11,.,.,.,6,-3
NS(=O)(=O)c1ccc(NC(=O)COC(=O)CN2C(=O)C3CC=CCC3C2=O)cc1 (stereo not drawn),23,.,1,3,.,.,.,6,-1
O=C(CC1C(=O)NCCN1CC(c1ccccc1)c1ccccc1)NC1CC1 (stereo not drawn),16,1,2,14,-1,-0.2,3,17,7
CN1CCN(C(=S)NC(=O)c2ccccc2Cl)CC1,5,2,3,2,-2,-0.1,-5,-3,2
CCCOC(=O)c1ccc(Oc2c(-c3ccc(OCC)cc3O)n[nH]c2C)cc1,4,-4,1,0,-1,0.8,-8,3,-15
O=C1C(=O)c2ccc(-c3ccccc3)cc2-c2ccccc21,-7,87*,-3,-3,2,-0.3,54*,-1,16
COC(=O)c1ccc(NC(=S)NNC(=O)CC(C)C)cc1,-2,0,-2,-1,0,-3.6,0,0,-1
CC(=O)n1c(C=Nc2ccccc2)c(O)c2ccccc21,-39,5,-9,-15,38*,-53*,-3,-134,3
Fc1cccc(F)c1/C=C/c1ccc2ccccc2n1,-8,0,4,-3,1,-0.3,1,1,5
CN(C)c1ccc(N=c2sc3ccccc3n2C)cc1,30,7,0,1,3,-0.2,3,-3,14
CN(Cc1nc2ccccc2c(=O)[nH]1)C(=O)c1cccc(S(=O)(=O)N2CCCCCC2)c1,4,.,-4,-1,.,.,.,1,3
COc1ccc(NC(=O)C2C3C=CC(C3)C2C(=O)NCc2ccco2)cc1 (stereo not drawn),6,3,-3,6,2,-1.4,0,7,0
COc1ccc(Cn2nnnc2C(c2cccs2)N2CCCCCC2)cc1 (stereo not drawn),2,-6,-3,-2,-5,3.5,-2,9,1
O=C(NCCOc1ccccc1F)c1cc(F)c(F)cc1Cl,-4,8,-3,2,1,-0.4,5,2,-1
COc1ccc(S(=O)(=O)CCC(=O)O)cc1,2,-3,-3,2,3,.,-5,6,0
CCCCC(=O)Nc1cnc(NC(=O)c2cccs2)cc1C,-1,0,2,-1,-1,-0.2,1,11,-1
O=C(NCCCCc1ccccc1)C1CC(c2ccccc2C(F)(F)F)=NO1 (stereo not drawn),3,6,-4,2,0,-1.3,0,3,-1
CCN(CC(=O)NCc1ccc(F)cc1)Cc1nc2cc(Cl)ccc2c(=O)[nH]1,4,4,-1,1,-6,.,-1,1,19
COc1cc2c(cc1OC)C1=NC(=O)CN1C(SCc1ccccc1C)=N2,5,5,-1,4,-2,5.3,2,3,17
COc1ccc(NC(=O)CCC(=O)c2cccs2)cc1Cl,3,4,-3,2,-4,-0.8,2,-7,2
CCOC(=O)/C=C1/N(C)c2ccccc2C1(C)C,-2,5,3,-1,1,1.1,-3,-3,4
Cn1c(CSc2ncccn2)nnc1SCC(=O)N1CCCCC1,-4,3,0,-4,0,3.8,0,7,2
COc1ccccc1C(=O)Nc1ccccc1C(=O)Nc1ccccc1,1,-4,3,-3,1,-1.7,-1,1,7
CN=c1scc(-c2cccs2)n1/N=C/c1ccc(O)c(O)c1O,53*,-9,-7,22,-1,-0.6,2,8,31*
O=C(NCCc1ccccc1)c1cc(=O)c2ccccc2o1,-2,11,-1,2,0,-1.4,0,4,11
CCCCCCNc1cc(C)oc(=O)c1C(C)=O,6,9,0,5,-1,4.6,7,1,-4
CC(C)N1CCc2c(sc(NC(=O)Cc3ccccc3)c2C#N)C1,-6,1,1,-6,2,-2.5,6,0,1
O=C(NC1CCCCC1)C(c1ccncc1)N(Cc1ccc2c(c1)OCO2)C(=O)C(F)(F)F (stereo not drawn),18,16,4,5,-2,-3.7,5,4,-5
CCOc1ccc(-n2nnnc2SCC(=O)NC2CCCC2)cc1,5,5,-1,5,-3,-1.0,2,1,-1
c1ccc(Oc2nnc(-c3cccs3)c3ccccc23)cc1,-1,1,-3,4,1,-3.5,4,-2,-5
CC(=O)n1cc([C@@H]2C=C(C(=O)N3CCN(C)CC3)O[C@H](OCc3ccc(CO)cc3)C2)c2ccccc21,1,5,1,0,3,-1.1,-1,11,7
COc1ccccc1Nc1nc(C2(C)CCC(=O)O2)cs1 (stereo not drawn),-8,-1,-4,-1,2,-3.0,-4,-11,2
CCOc1ccc(CN2CCN(C3CCSCC3)CC2CCO)cc1 (stereo not drawn),-4,6,-4,-1,-4,0.9,3,-4,0
COCCNCCCCOc1ccc(C)cc1[N+](=O)[O-],2,3,-5,7,1,-2.8,2,4,-4
CCC(C)(C)C1CCc2[nH]nc(C(=O)NCc3ccc(Cl)cc3)c2C1 (stereo not drawn),11,-1,-3,5,1,.,0,1,1
COc1cc(-c2cc(C(=O)Nc3ccc(N4CCOCC4)cc3)c3ccccc3n2)cc(OC)c1OC,8,3,0,0,1,-0.2,0,3,2
Cc1ccc(S(=O)(=O)N(CC(=O)c2ccc(Cl)cc2)C(=O)N2CCN(C)CC2)cc1,6,2,3,2,0,0.2,-1,4,-2
COc1ccc(Cc2noc(CN(C)Cc3cccc(-n4cccn4)c3)n2)cc1OC,-3,2,1,-3,2,2.8,-2,2,2
C=CCN=C1CC(C)(C)CC(=O)/C1=C(\O)c1ccccc1,3,-4,1,7,-2,2.1,-1,6,1
CC(C)c1ccc(C(=O)CSc2ncn[nH]2)cc1,-20,3,-5,-1,1,2.6,-5,1,-11
Cc1nnc(SCc2cccc([N+](=O)[O-])c2)o1,7,-9,-1,8,-8,1.1,-5,3,2
COc1ccc(CC2(CO)CCN(Cc3cnn(-c4ccccc4)c3)CC2)cc1,0,0,3,6,-9,-2.9,5,-3,0
O=C(CCNS(=O)(=O)c1ccc(Cl)cc1)N1CCCCCC1,-4,2,0,-3,0,1.2,0,7,1
CCC(C)C1C(C#N)=C(N)OC2=C1C(=O)CC(C)(C)C2 (stereo not drawn),-1,7,-1,2,-3,4.0,-1,5,-2
O=C(Nc1nnc(SCC(=O)N2CCOCC2)s1)c1ccccc1Cl,-3,-1,-1,-7,1,1.0,2,8,0
CCOC(=O)c1nc[nH]c1C,9,2,2,4,-1,-0.6,-5,8,2
COc1ccc(C(c2c(O)cc(C)oc2=O)c2c(O)cc(C)oc2=O)cc1,-3,8,-4,-3,1,-1.5,-1,4,1
COc1ccc(C(=O)NCC2(N3CCCCC3)CCCCC2)cc1S(=O)(=O)N(C)C,4,2,0,8,2,0.0,2,8,6
CC(=O)Nc1ccc(S(=O)(=O)N2CCN(c3cc(C)nc4ncnn34)CC2)cc1,-6,6,-7,-8,3,2.5,-1,-3,-2
COc1ccc([C@@H]2[C@@H]3C(=O)N(C(C)(C)C)C(=O)[C@@H]3[C@]3(Cc4ccccc4)C(=O)N(c4ccc(OC)cc4)C(=O)N23)cc1,-1,3,6,6,-3,1.2,-2,4,3
Cc1ccnc(NS(=O)(=O)c2ccc(NC(=O)Cc3ccc(Br)cc3)cc2)n1,-4,-5,-1,5,3,-1.7,-3,0,-2
S=C(NCc1ccco1)NC1CCCc2ccccc21 (stereo not drawn),10,2,-2,7,0,2.3,0,-5,2
COc1ccc(CCn2c(=N)c(C(=O)NC3CCCCC3)cc3c(=O)n4ccccc4nc32)cc1,-2,-3,-2,9,3,-45*,-1,0,-4
C=CCn1c(=O)c2ccccc2n2c(SCC(=O)c3ccccc3)nnc12,-15,36*,-3,-5,-1,-2.5,-3,3,2
# Other compounds.
SMILES,MCL1 BIM primary,GSTO1 counter,PAD4 inh,Bcl-xL primary,TPT1 inhibitor,MEX-5 binding,Fam108B inh,GLD-1 RNA inh,PME-1 primary
COc1cccc(C2=NOC(C(=O)Nc3cc(C)nn3-c3ccccc3)C2)c1OC (stereo not drawn),5,0,3,5,3,-1.3,0,0,3
COc1ccc(C(=O)COC(=O)[C@H](C)Nc2ccc(C(F)(F)F)cc2[N+](=O)[O-])c(OC)c1,10,-6,0,5,2,1.0,-1,1,-3
O=C(COC(=O)/C=C/c1ccc([N+](=O)[O-])cc1)NC1CCCCC1,-2,.,-3,-6,.,.,.,1,1
CC(C)c1c(C(=O)N/N=C/c2ccc3c(c2)OCO3)nnn1-c1nonc1N,8,1,1,1,-3,-0.3,2,4,-1
O=C(CSc1cnc2ccccc2n1)c1ccc(F)cc1,12,0,-5,12,2,-4.1,-1,-5,6
O=C1CC(NS(=O)(=O)c2cccs2)CN1c1ccccc1 (stereo not drawn),2,5,0,0,0,0.3,3,5,8
CCCOc1ccc(NC(=O)CC2C(=O)N(C)C(=S)N2Cc2cccs2)cc1 (stereo not drawn),4,5,8,4,-4,2.3,2,2,4
COc1ccc(C(=O)NNC(=S)NC(=O)c2cccnc2)cc1,7,27,1,4,2,-4.0,7,-7,5
COc1ccc(NC(=O)C2CSC3c4ccccc4C(=O)N23)cc1 (stereo not drawn),7,-5,-2,1,1,-0.3,1,6,3
CC12COC3(C(=O)Nc4ccccc4F)CC1CCC32C (stereo not drawn),-4,8,6,-1,5,-2.2,-5,5,-3
COc1ccc(-n2c(=O)[nH]cc(C(=O)Nc3ccccc3)c2=O)cc1,-2,-1,2,-1,-1,3.0,-1,2,1
CCN(CC)Cc1oc(-c2ccccc2)cc1C(=O)O,3,2,-6,7,1,0.2,-6,7,0
Cc1cc(=O)[nH]c(SC/C=C/c2ccccc2)n1,-4,-3,-4,-2,-1,-0.3,-4,-6,-3
C[C@@H](NC(=O)[C@@H]1Cc2ccccc2CN1C(=O)OC(C)(C)C)C(=O)NC1CCCC1,-6,0,1,-1,3,-1.8,2,-5,-4
Cn1c2ccccc2c2nnc(SCC(N)=O)nc21,-6,-2,3,-1,2,-2.9,-1,-10,2
Cc1cc(C)cc(C(=O)N2CCCCCC2)c1,6,-4,2,5,-1,1.6,-3,6,-9
COc1ccc(C(=O)c2oc3ccccc3c2NC(C)=O)cc1,7,-2,-4,3,0,0.3,-5,-2,-3
COc1ccc(NS(=O)(=O)c2cc(C(=O)O)ccc2C)cc1,4,0,-2,4,-3,1.3,2,-1,-4
Cc1nnc(SCC(=O)c2c(N)n(Cc3ccccc3)c(=O)n(C)c2=O)n1C,-4,-1,-4,-8,3,-0.5,-5,-2,-4

# Only part of the results is shown; rates above refer to the full screens.
